Bioassay records deposited in PubChem by several laboratories.
TWEAK-Fn14 inh: inhibitors of TWEAK-Fn14 interaction signaling. TWEAK-stimulated Fn14 reporter cells, luciferase luminescence, 8 h. inhibition, % at 10 µM. 360,000 compounds, 2% hits; in the data active means inhibition above about 50%
COUP-TFII inh: blocks human COUP-TFII nuclear receptor; inhibition, % at 8.6 µM; P24468; HEK293T NGFI-A luciferase reporter, luminescence; AID 686940; 370,000 compounds, 0.7% hits;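 active means inhibition above a per-plate cutoff, mean inhibition of test wells between control levels plus 3 SD, cut at about 38% in these data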;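 further: cells cotransfected with COUP-TFII expression vector driving the NGFI-A reporter; 0% = median of COUP-TF2 test wells and 100% = reporter-only cells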
Target sequence (P24468 whole entry, looked up): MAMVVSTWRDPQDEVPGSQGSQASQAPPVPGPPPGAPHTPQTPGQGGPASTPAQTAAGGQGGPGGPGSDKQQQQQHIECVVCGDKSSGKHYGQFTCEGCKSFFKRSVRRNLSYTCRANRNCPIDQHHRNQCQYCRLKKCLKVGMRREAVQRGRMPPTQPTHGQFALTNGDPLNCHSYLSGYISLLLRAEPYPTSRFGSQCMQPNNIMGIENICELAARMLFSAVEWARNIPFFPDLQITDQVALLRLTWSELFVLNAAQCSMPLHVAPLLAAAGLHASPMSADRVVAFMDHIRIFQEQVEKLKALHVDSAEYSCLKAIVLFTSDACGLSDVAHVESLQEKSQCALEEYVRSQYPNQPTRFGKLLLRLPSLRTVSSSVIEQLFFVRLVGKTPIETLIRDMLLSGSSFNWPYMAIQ
TROY signal inh: inhibitors of TROY-dependent NF-kB signaling; Q293 LMP1-TROYcd NF-kB luciferase reporter, 4 h; inhibition, % at 10 µM; 360,000 compounds, 0.98% hits;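 active means compounds whose plate-normalised and pattern-corrected inhibition of the luciferase reporter signal at the single screening dose is 50% or more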
SRC3 inh: inhibitors of human steroid receptor coactivator 3 (SRC3); AID 588352; inhibition, % at 3.6 µM; HEK293 GAL4-SRC3 luciferase reporter, luminescence; Q9Y6Q9; 360,000 compounds, 0.17% hits;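 active means inhibition above a per-campaign cutoff, the mean of all compounds plus 3 SD, cut at about 60% in these data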;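 further: 0% = DMSO-treated cells and 100% = gossypol-treated cells at 36 µM; higher means less SRC3-driven luciferase light from the GAL4 reporter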
Shn3 3UTR inh: inhibitors of Schnurri-3 3'UTR reporter in osteoblasts. Clone20 osteoblast Shn3 3'UTR firefly luciferase, 24 h. inhibition, % at 12.5 µM. 360,000 compounds, 0.52% hits;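 active means mean inhibition of at least 75% with every replicate also reaching 75%; inconclusive means mean inhibition at least 75% but some replicate below; inactive means mean inhibition below 75%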;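 further: 0% = median of neutral control wells and 100% = pilot-screen positive control compound; some compounds past the cut are filed as inactive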
NR5A2 inv ag: inverse agonists of human LRH-1 (NR5A2). inhibition, % at 3.6 µM. O00482. 360,000 compounds, 0.13% hits. HEK293T StAR-luciferase reporter, LRH-1 transfected, 24 h;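 active means inhibition above the mean inhibition of all tested compounds plus 3 SD, cut at about 73% in these data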;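 further: 0% = DMSO wells and 100% = reporter-only cells lacking LRH-1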
Target sequence (O00482 whole entry, looked up): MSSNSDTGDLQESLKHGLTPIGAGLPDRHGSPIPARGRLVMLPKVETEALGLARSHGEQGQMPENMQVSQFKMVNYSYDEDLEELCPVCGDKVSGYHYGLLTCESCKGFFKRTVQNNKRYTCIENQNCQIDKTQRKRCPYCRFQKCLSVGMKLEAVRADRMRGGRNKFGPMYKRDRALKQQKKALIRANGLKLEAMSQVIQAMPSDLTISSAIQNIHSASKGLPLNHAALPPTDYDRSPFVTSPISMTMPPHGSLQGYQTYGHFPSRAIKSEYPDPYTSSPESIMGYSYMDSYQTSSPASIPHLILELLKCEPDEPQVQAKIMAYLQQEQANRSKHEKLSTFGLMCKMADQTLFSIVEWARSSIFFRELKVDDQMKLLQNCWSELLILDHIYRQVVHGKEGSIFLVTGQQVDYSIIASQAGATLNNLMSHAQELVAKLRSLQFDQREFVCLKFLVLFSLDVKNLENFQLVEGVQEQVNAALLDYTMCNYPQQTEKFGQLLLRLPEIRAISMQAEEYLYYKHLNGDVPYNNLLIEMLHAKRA
KKLEB tox: CF airway cell cytotoxicity counter-screen; KKLEB CF airway cells viability, ATPlite luminescence, overnight; hits give low values; cells stimulated with P. aeruginosa culture filtrate; 360,000 compounds, 0.36% hits; activity change (cytotoxicity), % at 5 µM; AID 602141;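 active means corrected activity change at or below -50% at 5 µM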
C8 TRAIL sens: sensitizes caspase-8 expressing cells to TRAIL | NB7+C8 cells + TRAIL, ATPlite viability luminescence | AID 624354 | 360,000 compounds, 1% hits | inhibition (viability loss, TRAIL sensitization), % at 10 µM;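 active means compounds causing at least 50% loss of cell viability in the single-dose screen, relative to plate controls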
LMP1 NFkB inh: Epstein-Barr LMP1 NF-kappaB reporter inhibition. LMP1-induced NF-kappaB luciferase reporter cells, luminescence. inhibition, % at 12.5 µM. 350,000 compounds, 0.69% hits. AID 504558; in the data active means inhibition above about 41%; inconclusive means no clear call, values can overlap the other calls;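 further: 0% = neutral control wells and 100% = reference inhibitor control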
CF NFkB block: inhibitors of cystic fibrosis induced NF-kB | 360,000 compounds, 0.86% hits | KKLEB NF-kB-GFP reporter, PAF-induced, GFP fluorescence overnight | inhibition, % at 5 µM | AID 588850;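 active means at least 50% inhibition at 5 µM, scaled per plate between neutral and stimulator controls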;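 further: PAF is a Pseudomonas aeruginosa culture filtrate used as stimulus; plate controls were PAF-stimulated DMSO wells for no effect and unstimulated DMSO wells for full effect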
SRC1 inh: human NCOA1 inhibition | Q15788 | inhibition, % at 3.6 µM | AID 588354 | HEK293 GAL4-SRC1 luciferase reporter, luminescence | 360,000 compounds, 0.12% hits;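 active means inhibition above the campaign mean plus 3 SD, with each screening campaign given its own cutoff, cut at about 60% in these data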;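 further: 0% = DMSO treated cells and 100% = gossypol at 36 µM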
The depositor's hits bear a star; ? = inconclusive; nt = no result given. Only part of the results is shown (hit frequency here may not be typical).

SMILES	TWEAK-Fn14 inh	COUP-TFII inh	TROY signal inh	SRC3 inh	Shn3 3UTR inh	NR5A2 inv ag	KKLEB tox	C8 TRAIL sens	LMP1 NFkB inh	CF NFkB block	SRC1 inh
O=c1c([N+](=O)[O-])cccn1Cc1ccc(F)cc1Cl	12.7	-8.0	21.2	15.1	15.3	-24.6	-3.3	37.4	6.8	4.9	6.8
CCc1cc(=O)oc2cc(C)cc(OCC(=O)NCc3cccnc3)c12	-8.0	14.6	13.1	-14.6	15.2	32.3	-2.2	8.6	-1.2	-28.3	1.6
O=C(N/N=C/c1ccc(O)cc1)c1nc(-c2ccccc2)n(-c2ccccc2)n1	-6.5	-12.3	-20.6	4.9	4.7	19.6	11.6	-4.8	-0.5	-18.5	8.4
CCCNC(=O)c1ccc(Cn2cc(C(F)(F)F)ccc2=O)cc1	-15.8	0.1	-22.8	11.4	5.0	10.3	11.9	-0.4	-3.2	-8.3	2.8
O=C(CN1CCC(n2nnc3ccccc32)CC1)Nc1ccc2c(c1)CCC2	-33.6	-6.0	-31.9	2.4	33.6	-5.8	8.7	14.2	-10.9	-11.3	-17.3
COc1ccc(S(=O)(=O)N2CCN(C(=O)c3oc4ccccc4c3C)CC2)cc1	24.1	7.1	-7.2	6.5	3.6	26.6	-14.8	4.7	-2.0	-0.6	-1.8
COC(=O)C1=C(C)N(Cc2ccccc2)C(=NCc2ccc(OC)cc2)N[C@H]1c1cccc(F)c1	-4.3	-13.0	-4.0	1.5	?	4.1	-7.3	16.3	19.0	31.9	-23.5
Cc1cc(Br)ccc1OCCOCCN1CCCC1	-6.1	-11.7	-6.7	-13.9	16.7	-2.9	-20.8	-8.4	4.4	-4.5	3.0
CCOC(=O)c1c(SCCN2CCCCC2)n(-c2ccccc2)c(=S)n(-c2ccccc2)c1=O	18.5	6.8	16.8	-4.2	80.7	5.7	-7.9	47.7	-3.3	7.0	0.4
COc1ccc(N2CCN(C(=O)CCn3nnc4ccccc43)CC2)cc1	9.3	-1.1	4.6	-21.6	-10.2	-14.0	1.0	-17.3	0.9	-4.0	2.4
COC(=O)C1=C(C)NC(=O)NC1c1ccc(N2CCC(c3ccccc3)=N2)cc1 (stereo unspecified)	40.7	-16.7	51.7*	-9.0	43.2	3.8	5.8	2.3	-3.7	-7.1	-4.0
COc1ccc(NS(=O)(=O)c2cccc(C(=O)OCC(=O)c3c(N)n(C)c(=O)n(C)c3=O)c2)cc1	-31.1	11.0	-6.6	-10.2	2.5	-15.1	-15.1	6.5	3.1	-13.6	1.8
Cc1ccc(-c2nc3c4ccccc4ccn3c2Cc2ccccc2)cc1	8.4	-14.2	-8.9	-29.6	-13.4	29.4	13.5	-2.0	-18.3	-4.5	8.1
Cc1sc2nc(CN3CCOCC3)nc(N3CCN(S(=O)(=O)c4ccccc4)CC3)c2c1C	4.1	-6.5	-6.0	-12.0	8.5	1.2	1.1	6.0	-12.3	4.9	-13.6
CN1CCN(c2oc(-c3ccc([N+](=O)[O-])cc3)nc2C#N)CC1	-5.5	10.1	2.0	15.4	4.8	8.2	-2.5	-2.3	-5.3	-13.0	10.5
Cc1sc2ncnc(NCC(O)c3ccc([N+](=O)[O-])cc3)c2c1C (stereo unspecified)	26.2	62.5*	25.2	-9.3	73.4	43.0	-7.1	16.5	21.8	-24.3	-0.3
O=C(Nc1ccc(OC(F)(F)F)cc1)C1CCCN(S(=O)(=O)c2cccnc2)C1 (stereo unspecified)	11.6	-5.6	8.9	12.6	3.7	-7.5	5.4	0.3	-10.8	16.8	7.1
N#Cc1c(-c2ccccc2)nc(-c2ccncc2)[nH]c1=O	-1.8	-7.8	6.2	15.0	-18.6	-4.8	2.1	-9.5	11.2	-5.2	-3.9
Nc1nccnc1C(=O)OCC(=O)NNC(=O)c1ccccc1	-7.6	21.9	0.7	-4.7	12.5	22.3	-15.6	-13.3	1.8	6.0	-42.3
O=C(CSc1nnc(NC(=O)C2CCC2)s1)Nc1ccccc1Br	-1.0	7.2	-7.3	6.1	-1.4	0.5	3.8	-2.5	0.9	-6.0	11.4
O=C(CNc1ccc(F)cc1Cl)Nc1cccc(S(=O)(=O)N2CCCCC2)c1	21.1	5.2	4.1	11.1	2.0	-8.0	8.0	-11.2	0.5	7.6	-3.5
CC(C)CCNC(=O)c1nn(Cc2ccccc2)c(=O)c2ccccc12	26.1	-10.4	6.9	9.5	23.7	-5.9	5.1	-0.4	-8.2	0.4	-1.1
COc1ccc(-n2c(O)c(/C=N/NS(=O)(=O)c3ccc(C)cc3)c3ccccc3c2=O)cc1OC	5.9	-19.2	19.6	14.4	-1.3	27.9	-4.2	-1.2	3.1	-25.4	11.4
NC(=O)c1ccccc1NC(=O)CSC1=NCCS1	2.7	-3.0	3.7	1.9	-6.3	-13.9	7.5	-16.9	2.3	2.0	7.6
COc1cc(NC(=O)c2ccc(-c3cccnc3)c3ccoc23)cc(OC)c1OC	24.6	-7.7	-7.2	-5.3	-13.9	-20.2	-7.2	17.9	nt	14.8	2.8
COc1ccc(C(=O)Nc2ccc(C(=O)N3CCOCC3)cc2)cc1OC	6.5	4.2	-6.0	-8.2	-24.6	-6.2	7.5	4.3	-6.6	-3.5	-25.6
CCOC(=O)[C@]12CCC=C1N(Cc1ccc3c(c1)OCO3)C(=O)[C@H](CC(=O)N1CCSCC1)C2	0.5	-1.0	-0.9	nt	nt	-23.5	nt	8.3	nt	nt	nt
O=C(/C=C/c1ccc([N+](=O)[O-])cc1)Nc1cccc(C(=O)Nc2ccccc2C(=O)O)c1	70.5*	-10.9	8.7	7.4	-3.8	-4.2	-4.8	22.9	-3.1	14.9	-5.4
CC1(C)Cc2c(c(N3CCCC3)nc3sc(C(=O)Nc4ccccc4)c(N)c23)CO1	-51.5	-48.5	-42.8	-67.6	-17.2	-71.3	-23.0	1.2	-13.3	41.2	-47.5
Cc1cc(=O)oc2cc(O)cc(OCc3ccccc3)c12	31.8	5.7	6.1	21.0	3.7	44.8	-1.3	8.4	-1.7	-6.0	1.7
Cc1cc(=O)n2[nH]c(CCC(=O)O)nc2n1	-5.5	5.9	9.8	1.3	-15.2	-1.0	2.5	-3.0	2.7	4.3	3.5
CN(C)CCNc1nc2c(c(=O)[nH]c(=O)n2C)n1CCCc1ccccc1	4.9	-1.7	-17.5	-7.0	12.2	1.6	4.5	3.5	-6.7	2.6	-5.9
O=C(Cc1cccc(C(F)(F)F)c1)NCC(c1ccco1)N1CCCCC1 (stereo unspecified)	-37.3	13.2	-1.6	21.4	-9.6	-1.3	-6.7	-5.3	9.6	-4.0	-3.4
COc1ccc([N+](=O)[O-])cc1N(CC(=O)N1CCCC1)S(C)(=O)=O	7.2	13.2	19.3	-0.7	11.3	-11.3	1.3	22.2	-7.9	-26.7	-33.5
CCOC(=O)C1CCCN(C2CC(=O)N(c3ccc(C)cc3)C2=O)C1 (stereo unspecified)	-4.7	3.1	12.7	11.5	-14.4	10.7	-5.0	10.7	3.0	-4.6	8.3
CC(C)(C)C(=O)Nc1c2c(nn1-c1ccc(F)cc1)CSC2	-7.4	-10.7	9.2	5.7	7.8	-0.8	23.5	-3.2	-3.1	-16.5	-14.2
Cc1ccsc1CN(C)C(=O)CCc1nnc(COc2ccccc2)o1	-39.5	-25.0	-28.2	-42.2	-43.8	-23.2	-21.1	5.1	-10.6	-19.0	-73.3
CCN(CC)N=Nc1ccc(C(=O)O)cc1	-7.2	-4.5	-30.6	-66.5	-2.0	-157.3	1.3	-2.6	-4.0	15.3	-92.0
O=C(O)C1=C[C@@H](c2ccc3c(c2)OCO3)C[C@@H](OCCCCO)O1	3.0	3.9	16.4	-3.3	3.8	-3.7	-12.6	2.7	0.8	0.8	-11.7
O=C(O)c1ccc(/C=N/Nc2cccc(C(F)(F)F)c2)cc1	-30.9	-29.7	-64.4	-51.1	-35.4	-98.7	-12.3	-21.6	-30.6	12.2	-77.5

Record cards, from the list above.
Entry for O=c1c([N+](=O)[O-])cccn1Cc1ccc(F)cc1Cl = TWEAK-Fn14 inh: 12.7; COUP-TFII inh: -8.0; TROY signal inh: 21.2; SRC3 inh: 15.1; Shn3 3UTR inh: 15.3; NR5A2 inv ag: -24.6; KKLEB tox: -3.3; C8 TRAIL sens: 37.4; LMP1 NFkB inh: 6.8; CF NFkB block: 4.9; SRC1 inh: 6.8
Entry for N#Cc1c(-c2ccccc2)nc(-c2ccncc2)[nH]c1=O = TWEAK-Fn14 inh: -1.8; COUP-TFII inh: -7.8; TROY signal inh: 6.2; SRC3 inh: 15.0; Shn3 3UTR inh: -18.6; NR5A2 inv ag: -4.8; KKLEB tox: 2.1; C8 TRAIL sens: -9.5; LMP1 NFkB inh: 11.2; CF NFkB block: -5.2; SRC1 inh: -3.9

The list continues:
SMILES	TWEAK-Fn14 inh	COUP-TFII inh	TROY signal inh	SRC3 inh	Shn3 3UTR inh	NR5A2 inv ag	KKLEB tox	C8 TRAIL sens	LMP1 NFkB inh	CF NFkB block	SRC1 inh
O=C(CC(=O)Nc1ccccc1C(F)(F)F)Nc1ccccc1C(F)(F)F	5.7	14.8	-2.3	19.6	-3.1	-19.5	5.1	-4.7	-2.2	0.3	-25.4
Cc1ccc(-n2nc3c(c2NC(=O)c2c(F)cccc2Cl)CS(=O)(=O)C3)cc1C	0.7	-5.9	1.9	18.6	-17.0	13.8	1.4	-0.5	3.7	-13.2	-9.6
CC(C)C(NC(=O)c1cccs1)C(=O)NC1=NCCS1 (stereo unspecified)	-1.3	12.2	-7.1	-7.3	5.9	-1.4	2.1	-4.9	1.3	-10.1	12.3
CC(C)(CNC(=O)Cc1ccc(Br)cc1)N1CCOCC1	9.8	-0.4	-10.2	-6.7	-31.8	11.1	11.0	-0.2	-2.8	-27.3	-5.5
COc1ccc(NC(=O)c2ccccc2)cc1	-29.5	-32.6	-50.3	-70.7	-61.0	-108.7	-9.3	28.7	-4.8	13.9	-84.2
COc1ccccc1N1CCN(C(=O)c2cc3c(=O)n(C)c4ccccc4c3n2C)CC1	-5.0	13.5	13.5	-0.8	16.0	-3.6	-11.0	-1.8	3.6	-21.6	2.2
CC(C)(C)C(=O)COC(=O)c1ccc(N)c([N+](=O)[O-])c1	-12.5	7.8	-8.4	7.6	-0.5	4.6	-4.5	-3.0	4.5	-3.5	-37.8
CCC(=O)Nc1ccc2c(c1)nc(CCN1CCCCC1)n2C	-4.5	-10.6	-1.3	-7.8	11.3	-10.7	5.5	-24.1	-13.3	-2.5	4.0
CN1CCN(c2nc3ccccn3c(=O)c2C=C(C#N)C#N)CC1	48.5	2.3	17.1	-5.9	-10.1	13.3	7.4	-5.7	2.4	-3.2	11.6
COc1ccc(Cc2nnc(SCC(=O)Nc3ccc(C)c(C)c3)o2)cc1OC	7.2	-17.2	8.8	-22.7	0.2	-4.4	0.7	-3.0	0.3	-17.2	-23.6
CC(C)(C)c1ccc(-c2cc(C(=O)NNC(=O)Nc3ccccc3)c3ccccc3n2)cc1	9.9	-26.8	-45.4	-93.9	-61.6	-96.3	-41.8	68.4*	-23.7	4.0	-74.2
O=C(NCc1ccco1)c1nc2ncccn2n1	18.2	1.7	8.7	29.8	0.6	8.3	-3.4	0.2	-0.5	-3.8	8.7
